Assay outcomes as filed in PubChem.
TRb-SRC2 inh = inhibitors of human thyroid hormone receptor beta-SRC2 interaction; P10828; TRbeta-SRC2 peptide binding, fluorescence polarization; receptor liganded with 1 µM T3; Potency, µM (series often up to 106 µM), for the others: at the top dose activity change, negative = inhibition, actives largely listed as inhibitors; hit rate 0.065% among 280,000; AID 1469;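 note: plate controls were bound peptide for no effect and peptide without receptor for full effect; nearly all actives have a fitted effect of over 50% in size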
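Decrease in fluorescence polarization of 20 nM Texas Red SRC2 coactivator peptide flagged inhibition of its binding to 0.6 uM TRb LBD; 1 uM T3 included, incubation 5 hr, ex 555/em 632 nm.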
TexasRed fluor = alters Texas Red total fluorescence, flagging assay interference | TRb/SRC2 Texas Red total fluorescence interference | Potency, µM (highest dose often 106 µM), for the others: top-dose fluorescence change, negative = quenching | hit rate 0.29% among 280,000; active = well fitted curve in either direction with a large enough effect; inconclusive = small, poorly fitted or top-dose-only effect
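Human TRb ligand-binding domain at 0.6 uM with 20 nM Texas Red SRC2 peptide in Tris buffer containing 1 uM T3 and 5% DMSO, incubated with compound 5 h at ambient temperature. Total fluorescence (555/632 nm) calculated as parallel + 2 × perpendicular.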
aGal spleen mod = inhibits or activates alpha-galactosidase in human spleen homogenate; human spleen homogenate, 4MU-alpha-Gal fluorescence, 40 min; Potency, µM (top dose mostly 80 µM), for the others: top-dose activity change, negative = inhibition, most hits filed as inhibitors; hit rate 0.008% among 240,000;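 note: 0% = enzyme with vehicle and -100% = no enzyme basal signal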
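Human spleen homogenate (1 ug) was the enzyme source, with 4-methylumbelliferyl-alpha-D-galactopyranoside (1 mM final) in pH 5.0 citrate buffer with 0.01% Tween-20. Compounds were titrated; after 40 min at 37C, NaOH/glycine stop, 4-MU fluorescence read; AC50 from Hill fits.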
ALDH1A1 inh = inhibitors of human aldehyde dehydrogenase 1A1; hit rate 7.3% among 220,000; Purified ALDH1A1, NADH fluorescence, propionaldehyde substrate; AID 1030; Potency, µM (doses to about 75.3 µM), without a hit: at the highest dose activity, negative = inhibition, most hits filed as inhibitors; active = well fitted inhibition curve with a large enough effect, not every such curve was filed as active; inconclusive = small, poorly fitted or top-dose-only effect, or another doubt; inactive = no such curve, though single readings can be large or run the other way;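 note: plate controls were no enzyme wells and a reference inhibitor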
Tau fluor counter = counter-screen for tau fibril formation inhibitors. tau K18 P301L Alexa594 fluorescence, heparin fibrillization. Potency, µM (series often up to 57.7 µM), without a hit: top-dose activity change, negative = decrease. hit rate 0.93% among 280,000; note: nearly all actives have a fitted effect of over 55% in size
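Human tau K18 P301L (15 uM unlabeled, 0.24 uM Alexa 594-labeled) in 100 mM sodium acetate pH 7 with 20 uM heparin, 6 hr at 37 C. ThT 30 uM added, 1 hr ambient; Alexa 594 FP and total fluorescence read at 555/632 nm.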
L3MBTL1 inh = blocks human L3MBTL1 | Potency, µM (titrated, usually from 57.1 µM), for inactives: at the highest dose activity, negative = inhibition, hits mostly inhibitors | AlphaScreen L3MBTL1–H3K9me1 peptide binding | AID 485360 | hit rate 0.66% among 230,000 | Q9Y468; note: nearly all actives have a fitted effect of over 60% in size
Target sequence (Q9Y468 whole entry, looked up): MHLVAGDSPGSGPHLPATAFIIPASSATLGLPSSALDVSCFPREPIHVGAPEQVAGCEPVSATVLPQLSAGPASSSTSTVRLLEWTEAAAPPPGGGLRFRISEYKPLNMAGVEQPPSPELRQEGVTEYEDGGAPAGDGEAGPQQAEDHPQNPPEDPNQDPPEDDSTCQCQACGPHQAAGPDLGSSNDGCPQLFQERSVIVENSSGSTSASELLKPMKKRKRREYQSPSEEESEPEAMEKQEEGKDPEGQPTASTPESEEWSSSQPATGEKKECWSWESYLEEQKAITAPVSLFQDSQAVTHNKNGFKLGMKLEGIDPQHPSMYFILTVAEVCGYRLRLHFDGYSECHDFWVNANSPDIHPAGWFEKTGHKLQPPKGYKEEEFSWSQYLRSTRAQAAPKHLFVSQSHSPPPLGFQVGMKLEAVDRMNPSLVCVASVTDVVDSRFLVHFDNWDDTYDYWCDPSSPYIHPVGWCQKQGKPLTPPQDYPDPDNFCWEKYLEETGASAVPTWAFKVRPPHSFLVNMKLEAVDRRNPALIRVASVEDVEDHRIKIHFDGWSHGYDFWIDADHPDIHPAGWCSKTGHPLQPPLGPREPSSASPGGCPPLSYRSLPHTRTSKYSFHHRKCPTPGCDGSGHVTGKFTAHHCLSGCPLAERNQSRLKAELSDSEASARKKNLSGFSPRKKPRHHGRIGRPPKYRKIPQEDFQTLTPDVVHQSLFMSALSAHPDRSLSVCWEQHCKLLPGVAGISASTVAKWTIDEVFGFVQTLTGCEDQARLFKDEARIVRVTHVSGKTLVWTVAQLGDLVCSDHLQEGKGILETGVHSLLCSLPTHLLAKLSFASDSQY
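AlphaScreen assay: L3MBTL1 (50 nM final) was preincubated 30 min at room temperature with biotinylated H3(1-15)K9me1 peptide (75 nM final), then 30 min with library compounds; streptavidin donor and nickel chelate acceptor beads (10 ug/mL final) added, 30 min dark.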
Tau fibril FP = blocks human tau fibril formation measured by polarization; Potency, µM (series often up to 57.7 µM), without a hit: at the highest dose activity, negative = inhibition, usual class: inhibitors; AID 1468; hit rate 0.39% among 280,000; P10636; K18 P301L tau heparin fibrillization, Alexa594 FP, 6 h; note: nearly all actives have a fitted effect of over 55% in size
Target sequence (P10636 561-689 P618L limits assumed): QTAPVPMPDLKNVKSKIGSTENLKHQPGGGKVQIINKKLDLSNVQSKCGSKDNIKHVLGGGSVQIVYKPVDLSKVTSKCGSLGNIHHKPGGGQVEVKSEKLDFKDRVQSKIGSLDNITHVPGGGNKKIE
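Steps: dispense K18 P301L tau (15 uM plus 0.24 uM Alexa 594 tracer, final) in pH 7 sodium acetate; add compound; add heparin (20 uM final); incubate 6 hr, 37 C; add ThT (30 uM final); after 1 hr ambient, read FP.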
Tau ThT inhib = tau fibrillization inhibition (ThT binding); recombinant tau K18 P301L, heparin-induced fibrillization, ThT fluorescence; hit rate 2.1% among 270,000; Potency, µM (doses to about 57.4 µM), for the others: at the highest dose activity, negative = inhibition, actives largely listed as inhibitors; AID 1460; note: nearly all actives have a fitted effect of over 55% in size
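ThT emission at 510 nm, taken 1 hr after adding 30 uM dye, quantifies aggregates formed when 20 uM heparin acts on human tau K18 P301L for 6 hr at 37 C.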
* = called active by the depositor; ? = inconclusive; · = not tested or not shown; [ ] = another dose, or the depositor's remark. Unless noted, calls come from the whole dose curve; as a rule, active = well fitted curve in the direction sought with a large enough effect; inconclusive = small, poorly fitted or top-dose-only effect, or another doubt; inactive = no such curve, though single readings can be large; an effect the other way counts as inactive or inconclusive. Unless noted, % is set by controls: 0 for no effect and ±100 for the full control effect; potency is the fitted concentration of half-maximal effect.

SMILES | TRb-SRC2 inh | TexasRed fluor | aGal spleen mod | ALDH1A1 inh | Tau fluor counter | L3MBTL1 inh | Tau fibril FP | Tau ThT inhib
CC(C)=CCc1c(O)cc2oc(C)cc(=O)c2c1O | -2% | -1% | 3% | -2% | -12% | · | -1% | -2%
CC(=O)COc1ccc2c(C)c(-c3ccccc3)c(=O)oc2c1 | -7% | 1% | -5% | ? | 7% | 5% | 6% | -1%
CCCCOCCCNC(=O)C1CCCCC1 | 1% | -2% | -3% | 15% | -8% | 3% | -10% | -7%
O=C(NC1=NCCS1)c1cccc(S(=O)(=O)N2CCCCC2)c1 | 0% | 0% | -5% | -6% | -1% | -5% | -4% | -1%
Cc1[nH]cnc1CSCCN | -20% | 3% | 3% | -4% | 1% | 32%[activator] | 2% | -2%
COc1ccccc1OCCOc1ccc(/C=C2/C(=N)N3OC(C)=CC3=NC2=O)cc1OC | 3% | 3% | 5% | 4% | -6% | 0% | 2% | ?
Cc1c(Cl)cccc1NC(=O)COC(=O)c1c2c(nc3ccccc13)CCN(Cc1ccccc1)C2 | 9% | 1% | -13% | 8% | -15% | -12% | 1% | -14%
CC(C)(C)C1CCc2c(sc(NC(=O)c3cccc(Cl)c3)c2C(=O)NCc2ccco2)C1 (stereo unspecified) | 10% | -4% | · | · | -5% | · | -7% | -4%
COc1ccc(CCNC2=CC(=O)CC(C)(C)C2)cc1 | -1% | -4% | 7% | · | -17% | 6% | -10% | -10%
COCCCNc1oc(-c2ccccc2OC)nc1C#N | -8% | -10% | 14% | ? | -21% | -11% | -7% | -9%
CCn1nc(C(=O)OC2CCOC2=O)c2ccccc2c1=O (stereo unspecified) | -19% | -4% | -9% | 0% | 3% | · | 7% | 3%
CCC12C(=O)C(CC)(C(c3ccccc3)=C1c1ccccc1)[C@@H]1C(=O)N(c3ccccc3)C(=O)C12 (stereo partly specified) | 1% | 7% | 6% | 5% | -4% | -11% | -11% | -2%
Cc1[nH]n(-c2ccc(F)cc2)c(=O)c1C=Nc1ccc(S(=O)(=O)N(C)C)cc1 | -2% | -4% | -19% | -9% | ? | -10% | 6% | ?
Cc1ccc(S(=O)(=O)CCSC(=N)N)cc1 | 3% | -1% | -2% | 0.11µM* | -1% | 6% | -6% | ?
O=C(c1n[nH]c2ccccc12)N1CCN(c2ccc(F)cc2)CC1 | 7% | -4% | 3% | 5% | -8% | -21% | -10% | -15%
Cc1nc2cc(NC(=O)NCc3ccc4c(c3)OCO4)ccc2o1 | 1% | -7% | 2% | -1% | -20% | -3% | 0% | -19%
Cc1noc(C(=O)NCc2ccc(F)cc2)c1Cl | -8% | -3% | 2% | 11% | -7% | · | -1% | -8%
Clc1ccc(Oc2nc(Oc3ccc(Cl)cc3)nc(N3CCOCC3)n2)cc1 | 2% | 1% | 8% | 4% | -9% | -4% | 2% | 1%
O=C(CCS(=O)(=O)c1ccc(Br)s1)Nc1c(F)cccc1F | ? | 398µM*[quencher] | · | · | -9% | · | -5% | -4%
CC1(C)Oc2ccc3ccc(=O)oc3c2/C(=C/NCCO)C1=O | 8% | -11% | -7% | 25µM* | -15% | 3% | -5% | -10%
COCCCNC(=O)c1c(N)n(/N=C/c2cccnc2)c2nc3ccccc3nc12 | 6% | -2% | 4% | 24% | -10% | · | -4% | -9%
COC(=O)c1ccccc1NC(=O)N1CCN(c2ccc(F)cc2)CC1 | -5% | -2% | 8% | -14% | -20% | -18% | ? | ?
CC1(OC(=O)C2CCCC2)C(=O)C=C2C=C(c3ccsc3)N(c3ccccc3)C=C2C1=O (stereo unspecified) | 0%[11.2 µM] | 0%[11.2 µM] | 7%[17.5 µM] | 7%[13.5 µM] | -3%[11.6 µM] | · | ? | ?
COc1cc(-c2nnc(SC(C)C(=O)Nc3c(C)n(C)n(-c4ccccc4)c3=O)o2)cc(OC)c1OC (stereo unspecified) | 0% | 1% | -3% | 25% | -5% | · | 5% | -7%
COC(=O)C1=C(C(=O)OC)[C@@H]2N(Cc3ccccc3)c3ccccc3[C@@]23C[C@@H](C(=O)OC)N(C(=O)CC(C)C)C3=N1 | 5%[11.2 µM] | 2%[11.2 µM] | -2%[17.5 µM] | 8%[13.5 µM] | -4%[11.6 µM] | · | 0%[11.6 µM] | 5%[11.5 µM]
COCCCNc1nc2c(S(=O)(=O)c3ccccc3)nnn2c2ccc(Cl)cc12 | 0% | -25% | · | · | -3% | · | -21% | -4%
CC1(OC(=O)c2ccc(Cl)nc2)C(=O)C=c2cc(-c3ccsc3)ncc2=C1OC(=O)C1CCCC1 (stereo unspecified) | -3%[11.2 µM] | 0%[11.2 µM] | 4%[17.5 µM] | 7%[13.5 µM] | 0%[11.6 µM] | · | -6%[11.6 µM] | 4%[11.5 µM]
NC(=O)[C@@H]1CC2(CC(c3cccc(NC(=O)COc4ccc(Cl)cc4)c3)=NO2)CN1C(=O)c1ccccc1 (stereo partly specified) | 3% | -3% | -10% | · | -11% | · | 5% | -6%
COC(=O)CC1C(=O)NCCN1C(=S)Nc1cccc(C)c1 (stereo unspecified) | 5% | -1% | 0% | -3% | -6% | 2% | -4% | -6%
Cc1ccc(-n2nc(-c3ccco3)cc2C(=O)O)cc1 | 5% | 0% | 8% | · | -7% | · | -6% | -11%
CSc1nc2ccccc2n1CC(=O)Nc1ccccc1 | -12% | -1% | -7% | -3% | -9% | 3% | -9% | -3%
COCCn1c(=N)c(C(=O)NCCc2ccc(OC)cc2)cc2c(=O)n3cccc(C)c3nc21 | 4% | -4% | -1% | -11% | -1% | 4% | 1% | -8%
Cc1c(/C(Cc2ccccc2)=N/O)c2ccccc2n1C | 3% | 2% | 0% | -2% | -21% | -4% | 7% | -19%
COCCNC(=S)N/N=C(\C)c1ccc(OC(F)F)cc1 | 1% | -7% | -7% | · | -2% | · | 6% | -1%
CCCNC(=O)C1=C(C)C(=O)OC12CCC(C)CC2 (stereo unspecified) | 15% | -2% | 5% | 4% | -9% | -5% | 2% | -9%
COc1cccc(-c2csc(/C(C#N)=C/Nc3cc4oc5ccccc5c4cc3OC)n2)c1 | 6% | -2% | -8% | -5% | -8% | · | 5% | -14%

Compound profiles, from the list above. Order of screens: TRb-SRC2 inh	TexasRed fluor	aGal spleen mod	ALDH1A1 inh	Tau fluor counter	L3MBTL1 inh	Tau fibril FP	Tau ThT inhib
Listed for `CC(=O)COc1ccc2c(C)c(-c3ccccc3)c(=O)oc2c1` → -7%	1%	-5%	?	7%	5%	6%	-1%
Listed for `CCC12C(=O)C(CC)(C(c3ccccc3)=C1c1ccccc1)[C@@H]1C(=O)N(c3ccccc3)C(=O)C12` (stereo partly specified) → 1%	7%	6%	5%	-4%	-11%	-11%	-2%
Listed for `COCCNC(=S)N/N=C(\C)c1ccc(OC(F)F)cc1` → 1%	-7%	-7%	·	-2%	·	6%	-1%
Listed for `CCCNC(=O)C1=C(C)C(=O)OC12CCC(C)CC2` (stereo unspecified) → 15%	-2%	5%	4%	-9%	-5%	2%	-9%

Additional results
SMILES | TRb-SRC2 inh | TexasRed fluor | aGal spleen mod | ALDH1A1 inh | Tau fluor counter | L3MBTL1 inh | Tau fibril FP | Tau ThT inhib
Cc1cccc(Cn2c(CN3CCCC(C)C3)nc3c2c(=O)n(C)c(=O)n3C)c1 (stereo unspecified) | -2% | 0% | · | · | -1% | · | 1% | 4%
O=C(Nc1ccc(Cl)cc1)C1CC2CCCC(C1)C2=O (stereo unspecified) | -11% | -2% | -3% | 7% | -7% | 7% | 2% | -3%
Cc1ccc(-n2nc3ccc(NC(=O)c4oc5ccc(C)cc5c4C)cc3n2)cc1 | -2% | 5% | · | · | -14% | · | -2% | ?
O=c1[nH]c(N2CCN(Cc3ccccc3)CC2)nc2c1CCC2 | 2% | 0% | 1% | 8% | -2% | 6% | 3% | -2%
COc1ccc(C)cc1NC(=O)C1C2C=CC(C2)C1C(=O)O (stereo unspecified) | 5% | -3% | -10% | -1% | 1% | 2% | -2% | 0%
CNC(=O)c1cc2cccc(OC)c2oc1=O | 4% | -6% | -14% | -14% | 3% | 1% | 5% | -3%
c1ccc(-c2nc(-c3ccco3)cs2)nc1 | 3% | 2% | 7% | ? | -11% | -4% | 3% | ?
Cc1ccc(S(=O)(=O)N/N=C/c2ccc(O)cc2O)cc1[N+](=O)[O-] | -5% | 0% | 6% | · | ? | -6% | 4% | ?
C=CCC1(NCc2ccco2)CCN(CC)CC1 | -2% | -5% | 0% | ? | -14% | · | -4% | -19%
O=C1CC(c2ccccc2)CC(O)=C1C=Nc1ccccc1 (stereo unspecified) | -1% | -4% | -1% | -6% | -5% | · | 8% | -9%
CCN1CCN(CCCN(Cc2ccco2)C(=S)Nc2ccc(C)c(Cl)c2)CC1 | -1% | 1% | -1% | -13% | -7% | 7% | -5% | 0%
N#CCSc1nnc(C2CCCCC2)n1Cc1ccccc1 | -2% | -6% | 0% | -1% | 0% | 5% | 3% | 4%
CCOC(=O)c1ccc(NC(=O)CC2C(=O)N(c3ccccc3)C(=O)N2Cc2ccc(C)cc2)cc1 (stereo unspecified) | 11% | -1% | · | · | ? | · | ? | -3%
Fc1ccc(F)c(C2=NNC(=Nc3ccccc3F)SC2)c1 | -6% | 0% | 7% | 16µM* | -16% | -17% | -7% | -7%
COC(=O)c1ccc(NC(=O)CN(c2ccc(OC)cc2)S(C)(=O)=O)cc1 | -6% | 2% | 4% | 4% | -7% | 7% | -8% | 4%
CCOc1ccc(NC(=O)C2CC(=O)N(C(C)C)C2)cc1 (stereo unspecified) | -3% | 0% | 9% | -4% | 0% | -9% | 6% | -11%
N#Cc1c(N2CCOCC2)nc(N2CCCCC2)c2c1CCN(C1CCCCC1)C2 | 1% | 0% | -18% | ? | -6% | · | -1% | -13%
COc1cccc(Nc2nc3ccc(C)cc3nc2-n2nc(C)cc2C)c1 | 0% | 0% | · | · | ? | · | -19% | -17%
O=C(CCC1CCCC1)Nc1cccc(Cc2ccncc2)c1 | -1% | -2% | -4% | 7% | -7% | -1% | 4% | -7%
Cc1nc(Nc2ccc(F)cc2)[nH]c(=O)c1CCC(C)C | -2% | -5% | -5% | -12% | 9% | ? | 8% | 11%
O=C(CC(c1cccs1)N1Cc2ccccc2C1=O)Nc1ccc(F)c(F)c1 (stereo unspecified) | -7% | -2% | · | · | -6% | · | ? | ?
